# Screening data deposited in PubChem by National Center for Advancing Translational Sciences (NCATS).
# AMA1 RON2 block – qHTS for Inhibitors of AMA1-RON; Towards Development of Antimalarial Drug Lead: Primary Screen; Potency, µM (highest dose often 58.2 µM), for inactives: at the top dose activity change, negative = inhibition, usual class: inhibitors; AID 720542, 2013; AlphaScreen AMA1-biotinylated RON2 peptide binding; actives 0.2% (n = 360,000); Plasmodium falciparum AMA1 (3D7) - RON2 peptide interaction;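 also: potency is read from the fitted curve at half-maximal effect; 0% = vehicle wells and -100% = peptide control; nearly all actives have a fitted effect of over 45% in size; some results filed as inactive show a strong effect at the top dose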
#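 AMA1 (3D7) with his tag at 25 nM final met compounds first, then biotinylated RON2 peptide at 25 nM; detection used donor plus acceptor beads, 10 µg/mL apiece, read by AlphaScreen after 30 min at room temperature.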
# Pf growth 48h – Primary qHTS for delayed death inhibitors of the malarial parasite plastid, 48 hour incubation | Potency, µM (highest dose often 28.7 µM), for inactives: top-dose activity change, negative = inhibition, most hits filed as inhibitors | P. falciparum luciferase growth in erythrocytes, 48 h | AID 504832, 2011 | actives 5.9% (n = 310,000); also: potency is read from the fitted curve at half-maximal effect; % is scaled to controls: 0 for no effect and ±100 for the full control effect
#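 A one-generation exposure of luciferase-tagged malaria parasites in RPMI 1640/Albumax erythrocyte culture, 37 C and 5% CO2. Inhibition is inferred from decreased luminescence after adding detection reagent.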
# CHX counter – Cycloheximide Counterscreen for Small Molecule Inhibitors of Shiga Toxin. cell reporter, cycloheximide protein synthesis inhibition counterscreen. actives 12% (n = 300,000). max response, %. AID 2314, 2010; in the data active = max response mostly above about 13%, no sharp cut-off; inactive = mostly below about 14%; also: read at 38.3 µM for the half of the compounds with a filed dose; 0% is about no effect
# Pf growth 96h – Primary qHTS for delayed death inhibitors of the malarial parasite plastid, 96 hour incubation; Potency, µM (titrated, usually from 28.7 µM), for inactives: at the highest dose activity change, negative = inhibition, actives largely listed as inhibitors; actives 6.9% (n = 320,000); P. falciparum luciferase reporter growth, 96 h; also: potency is read from the fitted curve at half-maximal effect; % is scaled to controls: 0 for no effect and ±100 for the full control effect
#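 Luminescence readout: decreased luciferase signal marks inhibited growth of reporter-expressing P. falciparum in infected red cells (2% hematocrit, 0.05% parasitemia final), exposed to compound two generations (96 h, 37 C, 5% CO2).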
# Tb PYK inh – qHTS of Trypanosoma Brucei Inhibitors. pyruvate kinase (Trypanosoma brucei), Q57TT1. TbPYK enzyme, Kinase-Glo Plus ATP luminescence, 45 min. Potency, µM (highest dose often 76.8 µM), for inactives: top-dose activity, negative = inhibition, hits mostly inhibitors. actives 0.12% (n = 410,000); also: potency is read from the fitted curve at half-maximal effect; % is scaled to controls: 0 for no effect and ±100 for the full control effect; nearly all actives have a fitted effect of over 50% in size
#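 Quantitative HTS: titrated library compounds versus trypanosomal pyruvate kinase in TEA buffer (pH 7.2) containing KCl, MgCl2, BSA and Tween-20. Reactions were initiated with ADP, 130 uM final. Kinase-Glo Plus luminescence was read after 45 min at RT.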
# Shiga toxin inh – A qHTS for Small Molecule Inhibitors of Shiga Toxin | inhibition, % at 38.7 µM | actives 9.2% (n = 290,000) | Vero cells, Shiga toxin protein synthesis inhibition reporter | AID 2315, 2010; in the data active = inhibition mostly above about 28%, no sharp cut-off; inactive = mostly below about 43%; also: 0% is about no effect
# LmPK inhibitor – qHTS Assay for Inhibitors of Leishmania Mexicana Pyruvate Kinase (LmPK). actives 0.37% (n = 290,000). purified LmPK, Kinase-Glo ATP luminescence, 1 h. Potency, µM (top dose mostly 57.5 µM), for inactives: at the highest dose activity change, negative = inhibition, usual class: inhibitors; also: potency is read from the fitted curve at half-maximal effect; % is scaled to controls: 0 for no effect and ±100 for the full control effect
# Target sequence (Q27686 whole entry, looked up): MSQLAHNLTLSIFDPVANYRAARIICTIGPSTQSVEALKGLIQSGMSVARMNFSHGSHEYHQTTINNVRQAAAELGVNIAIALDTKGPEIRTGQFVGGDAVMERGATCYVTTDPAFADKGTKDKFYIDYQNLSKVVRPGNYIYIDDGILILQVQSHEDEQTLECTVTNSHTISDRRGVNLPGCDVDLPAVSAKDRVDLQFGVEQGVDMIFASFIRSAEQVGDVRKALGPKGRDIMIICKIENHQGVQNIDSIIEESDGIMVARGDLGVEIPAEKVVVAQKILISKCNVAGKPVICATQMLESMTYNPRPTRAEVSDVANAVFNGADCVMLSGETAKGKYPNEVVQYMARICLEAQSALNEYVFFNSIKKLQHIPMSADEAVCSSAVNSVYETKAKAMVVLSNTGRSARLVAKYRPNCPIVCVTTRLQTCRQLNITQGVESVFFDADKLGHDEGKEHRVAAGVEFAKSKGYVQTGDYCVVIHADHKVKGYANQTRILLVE
#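 ATP generated from ADP (0.1 mM) and PEP (0.5 mM) by 0.1 nM LmPK over 1 h at room temperature (pH 7.2 imidazole buffer) was detected by coupled luciferase luminescence. Values were normalized to uninhibited and no-enzyme wells.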
# The depositor's hits bear a star; ? = inconclusive; nt = no result given; & = joins results of further samples; [ ] = remark or other dose. Unless noted, calls follow the shape of the dose curve; as a rule, active = well fitted curve in the direction sought with a large enough effect; inconclusive = small, poorly fitted or top-dose-only effect, or another doubt; inactive = no such curve, though single readings can be large; an effect the other way counts as inactive or inconclusive.
1) COc1ccc(-n2c(=O)[nH]cc(C(=O)Nc3ccc4c(c3)OCO4)c2=O)cc1OC
2) Cc1cc2nc(CCl)cc(=O)n2[nH]1
3) Cc1c(C)n(C)c2ccc(C(=O)Nc3cccc4ccccc34)cc12
4) CC(=O)C(/C=N/c1cc(-c2ccc(C)cc2)nn1-c1ccccc1)=C(\C)O
5) N#CC(=C=[N-])c1nc2ccccc2nc1-[n+]1cccc(NC(=O)c2cccs2)c1
6) Cc1ccc(N2C(=O)CC(N3CCN(C)CC3)C2=O)cc1 (centres undefined)
7) CC(C)CCN1C(=O)c2ccc(C(=O)Nc3c[nH]c(=O)[nH]c3=O)cc2C1=O
8) CN(C)c1cccc(C(=O)Nc2cccc(F)c2)c1

Compound	1	2	3	4	5	6	7	8
Pf growth 96h	21.3%	0.0%	?	0.0%	-3.8%	1.2%	6.0%	-7.2%
CHX counter	14.1	2.3	18.1	55.8*	-2.2	-3.5	8.7	41.3*
Tb PYK inh	5.3%	0.3%	-1.6%	-2.9%	-17.8%	nt	-1.1%	-1.5%
AMA1 RON2 block	-2.9%	0.9%	-15.7%	5.1%[2.32 µM]	-5.8%	nt	8.4%	-33.7%
Pf growth 48h	9.3%	-1.5%	?	91.7%[activator]	-10.0%	-26.7%	6.7%	-30.6%
Shiga toxin inh	16.0	-2.3	23.8	93.2*	-23.2	3.6	-9.5	68.1*
LmPK inhibitor	8.3%	-7.0%	-0.2%	5.0%	-8.4%	5.2%	0.7%	-0.7%

9) COc1ccc(-c2nnn(CC(=O)OC3CCCCC3)n2)cc1OC
10) CCCCN=C1CC(C)(C)CC(=O)/C1=C(/O)CCCN1C(=O)c2ccccc2C1=O
11) O=C(CSc1nc2ccccc2[nH]1)NCCCn1ccnc1
12) c1ccc(Cc2nnc3n2CCCCC3)cc1
13) CC12CCCCC1=[N+]([O-])CN2O (centres undefined)
14) COc1ccccc1NC(=O)CSc1nc(N)c(C#N)cc1C#N
15) CCc1cc2c(=O)n(C(C)C(=O)OC3CCCCC3)cnc2s1 (centres undefined)
16) Brc1csc2ncccc12

Compound	9	10	11	12	13	14	15	16
Pf growth 96h	nt	?	nt	-6.3%	-10.8%	?	-5.4%	10.3%
CHX counter	-1.5	3.6	-4.7	-4.5	-1.4	-1.6	41.4*	-1.3
Tb PYK inh	-3.5%	-2.7%	-7.3%	?	0.7%	0.4%	-8.9%	-7.0%
AMA1 RON2 block	-0.4%	-1.3%	12.9%	1.3%	31.3%[activator]	-2.8%	-4.2%	0.0%
Pf growth 48h	25.4%	?	2.8%	-10.0%	2.0%	?	100.8%[activator]	-8.5%
Shiga toxin inh	-5.0	2.2	-5.0	-22.0	-4.2	1.5	37.4*	-5.9
LmPK inhibitor	3.5%	-8.9%	1.4%	-2.4%	-4.5%	-2.2%	-11.7%	-2.0%

# Records 13–16 from above:
13) CC12CCCCC1=[N+]([O-])CN2O (centres undefined)
14) COc1ccccc1NC(=O)CSc1nc(N)c(C#N)cc1C#N
15) CCc1cc2c(=O)n(C(C)C(=O)OC3CCCCC3)cnc2s1 (centres undefined)
16) Brc1csc2ncccc12

Compound	13	14	15	16
Pf growth 96h	-10.8%	?	-5.4%	10.3%
CHX counter	-1.4	-1.6	41.4*	-1.3
Tb PYK inh	0.7%	0.4%	-8.9%	-7.0%
AMA1 RON2 block	31.3%[activator]	-2.8%	-4.2%	0.0%
Pf growth 48h	2.0%	?	100.8%[activator]	-8.5%
Shiga toxin inh	-4.2	1.5	37.4*	-5.9
LmPK inhibitor	-4.5%	-2.2%	-11.7%	-2.0%

# The list continues:
17) CC(C)c1[nH]nc2c1C(c1cccnc1)C(C#N)=C(N)O2 (centres undefined)
18) CC(C)n1c(N2CCN(C(=O)N3CCCCC3)CC2)nc2ccccc21
19) Cc1ccccc1C(=O)N1CCN(c2ccc([N+](=O)[O-])c(NCc3ccco3)c2)CC1
20) CCOC(=O)CCCNc1ccc([N+](=O)[O-])cc1[N+](=O)[O-]
21) CCn1cc(-c2ccnc3cc(C(=O)O)nn23)c(C)n1
22) c1cncc(-c2nc3cc(Cc4ccc5oc(-c6cccnc6)nc5c4)ccc3o2)c1
23) CCC1Oc2ccccc2N(CC(=O)NCCc2ccc(OC)c(OC)c2)C1=O (centres undefined)
24) O=C(Nc1cccc(Cl)c1)N1CCN(Cc2ccccc2)CC1

Compound	17	18	19	20	21	22	23	24
Pf growth 96h	nt	2.2%	?	-14.2%	35.8%[activator]	?	3.29µM*	-13.0%
CHX counter	1.3	-1.5	-1.4	-1.9	0.3	13.8	0.4	21.2*
Tb PYK inh	-2.3%	-0.7%	-3.1%	6.3%	1.5%	nt	2.9%&-2.5%	5.1%
AMA1 RON2 block	12.3%	9.0%	-0.5%	-7.1%	12.6%	nt	8.8%	4.6%
Pf growth 48h	1.2%	0.0%	13.1µM*	-8.4%	9.4%	12.7%	?	59.3%[activator]
Shiga toxin inh	-1.6	-27.5	2.9	12.2	-10.4	17.1	-2.5	41.3*
LmPK inhibitor	6.2%	-0.2%	4.4%	1.2%	-2.0%	-2.2%	2.8%	0.4%

25) COc1cc(CN2CCNC(=O)C2CC(=O)N2CCCCO2)cc(OC)c1 (centres undefined)
26) COc1cc(OC)cc(C(=O)NCc2cccnc2)c1
27) CC(C)CCN1CCN(Cc2ccc(C#CC(C)(C)O)s2)CC1CCO (centres undefined)
28) Cc1onc(-c2ccccc2Cl)c1C(=O)N1CCC(Cc2ccccc2)CC1
29) N#C/C(=C(\O)Cc1ccccc1)c1nc2ccccc2[nH]1
30) Cc1ccc(S(=O)(=O)NCc2ccncc2)cc1
31) Cc1nccn1CC(O)COC1CCCCC1 (centres undefined)
32) CC(=O)c1cc2c(cc1NS(=O)(=O)c1ccc3c(c1)OCCO3)OCO2

Compound	25	26	27	28	29	30	31	32
Pf growth 96h	?	nt	?	?	nt	3.9%	?	34.8%[activator]
CHX counter	0.9	-1.3	-0.8	-1.9	0.8	-4.2	-1.7	-0.7
Tb PYK inh	-6.8%	-16.8%	-14.6%	-5.7%	-5.6%	3.9%	-4.2%	-2.5%
AMA1 RON2 block	44.2%	2.3%	10.0%	-1.1%	4.2%	-10.9%	-19.8%	-8.1%
Pf growth 48h	-1.5%	-0.8%	-6.0%	?	nt	nt	1.5%	-0.8%
Shiga toxin inh	9.9	24.3	-12.0	-6.6	-4.4	-6.9	-5.6	24.3
LmPK inhibitor	0.7%	6.1%	-1.1%	10.7%	0.2%	0.9%	-10.7%	1.8%

33) CCCNC(=O)c1ccc2c(c1)S(=O)(=O)c1ccccc1C2=O
34) CC(C)n1c(-c2ccco2)csc1=Nc1cccnc1
35) O=C(NCC1CCCO1)C1CCN(S(=O)(=O)c2cc(Cl)ccc2Cl)CC1 (centres undefined)
36) COc1cccc(-c2nc(-c3ccc(NC(=O)c4ccncc4)cc3)no2)c1
37) Cc1ccccc1NC(=S)Nn1cnnc1
38) O=C(NNC(=O)C1C2CCC(C2)C1C(=O)O)c1cccc(Cl)c1 (centres undefined)
39) CC1CN(C(=O)COc2ncnc3ccccc23)CC(C)O1 (centres undefined)
40) COC(=O)c1ccc(NC(=O)c2ccc3c(c2)C(=O)N(Cc2cccnc2)C3=O)cc1

Compound	33	34	35	36	37	38	39	40
Pf growth 96h	?	5.4%	-0.7%	?	3.4%	19.8%	34.8%[activator]	0.0%
CHX counter	-2.9	17.3	-3.6	-1.4	-4.0	19.4*	-2.8	3.5
Tb PYK inh	1.8%	-8.3%	-8.2%	nt	-11.6%	-4.1%	-0.9%	1.9%
AMA1 RON2 block	11.8%	?	16.4%	11.9%	3.4%	15.6%	-12.8%	0.0%
Pf growth 48h	?	?	-4.7%	nt	13.4%	19.3%	5.4%	-9.9%
Shiga toxin inh	1.8	8.7	-1.1	51.3	-27.5	57.6	-9.4	-1.4
LmPK inhibitor	-5.7%	2.7%	-0.5%	-5.0%	-4.6%	-3.9%	-2.6%	1.0%

41) Cc1ccc(C(=O)c2coc3ccc(O)c(Cl)c23)cc1
42) Cc1c(C=O)n(C)n(-c2ccccc2)c1=O
43) COc1cc(C(=O)NCCC(=O)NC2CCC(C)CC2)cc(OC)c1OC (centres undefined)
44) O=C(Nc1scc(-c2ccccc2)c1C(=O)O)c1ccccc1Cl
45) COc1ccc(-n2c(CN3CCN(c4ccc(F)cc4)CC3)nc3ccc([N+](=O)[O-])cc3c2=O)c(OC)c1
46) Cc1ccc(C)n1-c1ncc(Br)cn1
47) Cc1nnc(NC(=O)c2ccco2)s1
48) CCCC(C)C(=O)Nc1ccc(NC(C)=O)cc1 (centres undefined)

Compound	41	42	43	44	45	46	47	48
Pf growth 96h	24.3%	30.2%[activator]	9.6%	21.3%	1.2%	24.4%	77.1%[activator]	-23.8%
CHX counter	36.3*	-3.7	-4.9	10.3	-2.2	-2.0	1.5	-1.8
Tb PYK inh	-4.5%	0.5%	7.1%	4.8%	-12.0%	-13.2%	-0.1%	3.6%
AMA1 RON2 block	0.0%	-12.8%	16.5%	0.0%	-29.8%	-10.5%	-8.2%	5.1%
Pf growth 48h	nt	8.4%	-16.5%	25.6%	nt	-2.1%	-4.0%	nt
Shiga toxin inh	72.3*	48.9	-9.1	-6.8	24.6	11.6	-10.6	2.3
LmPK inhibitor	0.9%	-2.8%	0.8%	-2.9%	-2.5%	-0.8%	-3.0%	-4.4%

49) CCCCCCCCCC(=O)OCC(O)CO (centres undefined)
50) Cc1ccccc1NC(=O)CCCSc1nc2ccccc2s1
51) Cc1nc([N+](=O)[O-])cn1CC(O)c1ccc(-c2ccccc2)cc1 (centres undefined)
52) CCn1c(N)c(C(=O)NC2CCCCC2)sc1=S
53) O=C(N/N=C/c1ccc[nH]1)c1c[nH]c2ccccc12
54) COc1cccc(NC(=O)CCc2c(C)nn(-c3ccc(N4CCOCC4)nn3)c2C)c1
55) O=C(O)C1Nc2c(cccc2C(F)(F)F)C2C=CCC12 (centres undefined)

Compound	49	50	51	52	53	54	55
Pf growth 96h	-11.7%	-16.8%	10.2%	6.9%	-27.1%	-9.5%	4.5%
CHX counter	-2.3	20.4	-0.9	0.9	51.7*	10.6	-1.0
Tb PYK inh	0.6%	-1.1%	1.3%	-11.6%	-7.9%	-4.5%	nt
AMA1 RON2 block	1.5%	22.0%	0.0%	-9.5%	66.8%[activator]	3.4%	nt
Pf growth 48h	-11.5%	11.1%	?	2.5%	-15.3%	15.1%	12.3%[0.00184 µM]
Shiga toxin inh	-1.7	3.8	13.4	-3.3	110.7*	22.9	12.3
LmPK inhibitor	2.2%	3.3%	8.6%	3.9%	-0.3%	0.6%	2.4%
